TR SRC2 fluor cs – Total Fluorescence Counterscreen for Inhibitors of the Interaction of Thyroid Hormone Receptor and Steroid Receptor Coregulator 2. TRb/SRC2 Texas Red total fluorescence interference. Potency, µM (top dose mostly 106 µM), without a hit: at the top dose fluorescence change, negative = quenching. actives 0.29% (n = 280,000); active means well fitted curve in either direction with a large enough effect; inconclusive means small, poorly fitted or top-dose-only effect
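Flags fluorescent or light-absorbing compounds by total fluorescence, S + 2P, at 555 nm excitation and 632 nm emission. Mixture: 20 nM Texas Red SRC2 peptide, 0.6 uM human TRb LBD, 1 uM T3, 5% DMSO; compound exposure 5 h at ambient temperature.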
L3MBTL1 block – qHTS Assay for the Inhibitors of L3MBTL1; AlphaScreen L3MBTL1–H3K9me1 peptide binding; Potency, µM (series often up to 57.1 µM), for the others: top-dose activity, negative = inhibition, hits mostly inhibitors; actives 0.66% (n = 230,000); AID 485360, 2010; further: nearly all actives have a fitted effect of over 60% in size
Target sequence (Q9Y468 whole entry, looked up): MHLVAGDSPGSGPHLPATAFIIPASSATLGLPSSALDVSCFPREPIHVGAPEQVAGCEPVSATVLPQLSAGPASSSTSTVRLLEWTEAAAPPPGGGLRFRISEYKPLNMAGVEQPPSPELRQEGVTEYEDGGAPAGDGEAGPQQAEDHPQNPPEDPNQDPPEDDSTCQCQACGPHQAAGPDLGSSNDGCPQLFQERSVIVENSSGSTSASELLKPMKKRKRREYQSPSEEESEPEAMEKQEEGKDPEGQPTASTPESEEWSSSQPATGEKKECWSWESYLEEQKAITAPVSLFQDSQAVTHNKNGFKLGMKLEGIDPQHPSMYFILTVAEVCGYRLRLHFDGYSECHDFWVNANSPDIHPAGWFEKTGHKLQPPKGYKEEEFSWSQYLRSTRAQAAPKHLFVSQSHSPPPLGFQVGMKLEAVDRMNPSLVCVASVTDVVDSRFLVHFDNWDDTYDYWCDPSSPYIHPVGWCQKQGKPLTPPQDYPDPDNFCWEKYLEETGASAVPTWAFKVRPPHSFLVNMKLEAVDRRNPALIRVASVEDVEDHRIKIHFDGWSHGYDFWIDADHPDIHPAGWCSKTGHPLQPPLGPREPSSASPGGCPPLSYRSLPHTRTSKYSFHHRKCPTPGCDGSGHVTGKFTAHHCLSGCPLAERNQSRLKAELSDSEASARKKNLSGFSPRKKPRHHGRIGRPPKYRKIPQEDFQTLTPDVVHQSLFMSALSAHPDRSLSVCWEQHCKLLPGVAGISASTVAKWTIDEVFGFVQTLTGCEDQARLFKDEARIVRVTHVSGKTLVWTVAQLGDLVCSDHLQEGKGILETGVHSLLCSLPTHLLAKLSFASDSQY
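L3MBTL1 50 nM + b-AHA-H3(1-15)K9me1 75 nM, 30 min RT; compound added, 30 min RT; streptavidin donor/Ni-chelate acceptor beads 10 ug/mL each final, 30 min RT dark; AlphaScreen read.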
GAA inhib – qHTS Assay for Inhibitors of Human alpha-Glucosidase as a Potential Chaperone Treatment of Pompe Disease; actives 0.005% (n = 200,000); purified human GAA, 4-MU-alpha-glucoside fluorescence; Potency, µM (doses to about 76.9 µM), inactives show at the highest dose activity change, negative = inhibition, hits mostly inhibitors;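 further: plate controls were uninhibited enzyme wells for no effect and no-enzyme background for full effect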
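Enzyme (4 nM final) mixed with compound (up to 77 uM), then 4-MU-alpha-D-pyranoside (400 uM final) added; 20 min at room temperature, pH 5.0. Reaction stopped at pH 10, fluorescence read, AC50 derived by Hill fit.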
aGlu spleen mod – qHTS Assay for Inhibitors and Activators of Human alpha-Glucosidase From Spleen Homogenate; AID 2112, 2009; human spleen homogenate, 4-MU-alpha-glucoside fluorescence; Lysosomal alpha-glucosidase (Homo sapiens), P10253; Potency, µM (doses to about 79.9 µM), for inactives: at the highest dose activity change, negative = inhibition, actives largely listed as inhibitors; actives 0.006% (n = 240,000);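 further: 0% = enzyme with vehicle and -100% = no enzyme basal signal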
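Compounds were titrated against alpha-glucosidase in spleen homogenate at pH 5.0, with 1 mM 4-methylumbelliferyl substrate for 40 min at 37 C. Reactions were quenched with pH 10 NaOH/glycine and fluorescence measured.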
RECQ1 helicase – qHTS Assay for Inhibitors of RecQ-Like Dna Helicase 1 (RECQ1); Potency, µM (highest dose often 57.3 µM), without a hit: at the highest dose activity, negative = inhibition, actives largely listed as inhibitors; ATP-dependent DNA helicase Q1 (Homo sapiens), P46063; actives 0.54% (n = 240,000); RECQ1 DNA unwinding, red fluorescence kinetic read;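 further: plate controls were vehicle for no effect and no enzyme for full effect; nearly all actives have a fitted effect of over 30% in size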
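50 nM RECQ1T1 preincubated 15 min with compound in Tris pH 8.0 buffer with MgCl2, DTT, Tween-20 and 2.5 ug/ml poly(dI-dC); started with 200 nM TAMRA/BHQ-2 forked duplex and 2 mM ATP. Unwinding read as fluorescence (525/598 nm), two reads 2 h apart.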
TRb-SRC2 inh – qHTS for Inhibitors of the Interaction of Thyroid Hormone Receptor and Steroid Receptor Coregulator 2; Thyroid hormone receptor beta (Homo sapiens), P10828; TRbeta-SRC2 peptide binding, fluorescence polarization; receptor liganded with 1 µM T3; Potency, µM (series often up to 106 µM), for inactives: top-dose activity change, negative = inhibition, hits mostly inhibitors; actives 0.065% (n = 280,000);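 further: plate controls were bound peptide for no effect and peptide without receptor for full effect; nearly all actives have a fitted effect of over 50% in size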
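Decrease in fluorescence polarization of 20 nM Texas Red SRC2 coactivator peptide flagged inhibition of its binding to 0.6 uM TRb LBD; 1 uM T3 included, incubation 5 hr, ex 555/em 632 nm.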
GAA glycogen mod – qHTS Assay for Inhibitors and Activators of Human alpha-Glucosidase Cleavage of Glycogen. Lysosomal alpha-glucosidase (Homo sapiens), P10253. recombinant GAA, glycogen substrate, Amplex Red glucose oxidase fluorescence. Potency, µM (titrated, usually from 76.4 µM), without a hit: at the top dose activity change, negative = inhibition, actives largely listed as inhibitors. actives 0.38% (n = 300,000). AID 2100, 2009;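 further: 0% = full enzyme reaction and -100% = no-enzyme basal signal; the screen sought inhibitors and activators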
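Recombinant enzyme (4 nM final) with compounds titrated up to 77 uM and bovine liver glycogen (30 ug) in citrate pH 5.0, 0.01% Tween-20, 37 C 40 min. Released glucose detected by Amplex Red/glucose oxidase (Ex 573/Em 610); AC50 from Hill fits.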
GoLoco inh red – qHTS Assay for Inhibitors of RGS12 GoLoco Motif Activity (Red Fluorophore) | Gai1:RGS12 GoLoco peptide FP, rhodamine, 10 min | Guanine nucleotide-binding protein G(i) subunit alpha-1 (Homo sapiens), P63096 | actives 0.44% (n = 230,000) | AID 880, 2007 | Potency, µM (top dose mostly 61.6 µM), for inactives: at the highest dose activity, negative = inhibition, usual class: inhibitors; active means well fitted inhibition curve with a large enough effect, not every such curve was filed as active; inactive means no such curve, though single readings can be large or run the other way; further: nearly all actives have a fitted effect of over 30% in size; many of its hits are not listed in these tables
Numbers without * were called inactive; i = inactive; ? = inconclusive; · = no result given; & = joins results of further samples; [ ] = another dose, or the depositor's remark. Unless noted, the call rests on the fitted dose curve; in most records, active means well fitted curve in the direction sought with a large enough effect; inconclusive means small, poorly fitted or top-dose-only effect, or another doubt; inactive means no such curve, though single readings can be large; an effect the other way counts as inactive or inconclusive. Unless noted, on the % scale 0 is the no-effect control and ±100 the full control effect; potency means the concentration at half of the fitted maximal effect. This is a subset, so the mix of outcomes need not match the whole.

SMILES,TR SRC2 fluor cs,L3MBTL1 block,GAA inhib,aGlu spleen mod,RECQ1 helicase,TRb-SRC2 inh,GAA glycogen mod,GoLoco inh red
COC(=O)c1c(C)oc(C)c1S(=O)(=O)NCc1ccc(OC)cc1,0%,·,·,-9%,0%,-3%,1%,3%
CCOc1ccc(NC(=S)N(CCCN2CCCC2)Cc2cccn2Cc2ccc(Cl)cc2)cc1,-4%,·,5%,-5%,i,-2%,-26%,4%
Fc1ccc2[nH]c3c(Cl)ncnc3c2c1,-1%[53 µM],4%,?,-10%,i,-1%[53 µM],2%,14%
CCCc1nnc(SCC(=O)O)n1/N=C/c1ccc2c(c1)OCO2,4%,10%,-11%,-3%,-16%,2%,1%,0%
Cc1cc(-c2ccccc2)nc(N2CCC(C(=O)NC34CC5CC(CC(C5)C3)C4)CC2)n1,3%,-2%,-3%,2%,i,-1%,11%,·
COCCSc1nnc(NC(=O)c2cc(OC)c(OC)cc2[N+](=O)[O-])s1,-3%,-7%,11%,0%,5%,-7%,7%,-15%
O=C(COC(=O)CCc1nc2ccccc2s1)Nc1nc(-c2ccccc2)cs1,2%,3%,-10%,3%,i,-4%,-2%,2%
CCOC(=O)c1ccc(NC(=O)Nc2ccn(C)n2)cc1,-2%,·,2%,5%,i,4%,-5%,8%
CC#CCN(CC#CC)S(=O)(=O)c1ccc(S(=O)(=O)N2CCOCC2)cc1,-4%,3%,?,-20%,-8%,-1%,3%,6%
C=CCn1c(=O)c2c(nc(-c3ccccc3)n2C)n(C)c1=O,-1%,·,·,-8%,i,-11%,·,-2%
Cc1cc(-c2ccccc2)nc(SCC(=O)c2cccc([N+](=O)[O-])c2)n1,-2%,-5%,6%,-2%,-14%,-2%,0%,4%
O=c1/c(=C/c2ccco2)sc2n1CN(c1ccccc1)CN=2,-2%,·,-5%,-10%,-6%,-3%,6%,6%
CCOC(=O)C1CCN(c2c(NCc3ccc(N(C)C)cc3)c(=O)c2=O)CC1,-2%,-4%,·,2%,11%,-4%,-27%,-15%
CCN(C(=O)Cn1cc(C(C)=O)c2ccccc21)c1ccccc1,-5%,-7%,?,-15%,-1%,-6%,20%,15%
COCCCN1C(=O)c2ccc(C(=O)OCC(=O)N(C)c3ccccc3)cc2C1=O,-6%,2%,5%,-11%,-3%,-6%,6%,0%
Cc1nc2c3ccccc3n(CC(=O)c3ccc(F)cc3)c(=O)n2n1,4%,·,-3%,-2%,2%,1%,-11%,16%
Cc1ccc(C(C)C)c(OC/C(O)=C(\C#N)c2nc3ccccc3[nH]2)c1,-7%,-3%,·,1%,-14%,2%,22%,8%
Cc1ccc(S(=O)(=O)c2c(N)n(CCC(C)C)c3nc4ccccc4nc23)cc1,2%,·,?,17%,-12%,-1%,-16%,10%
CN(C)S(=O)(=O)N(CC(=O)N1CCN(Cc2ccccc2)CC1)c1ccccc1,-1%,2%,·,1%,-2%,8%,-5%,2%
O=C(O)C1OC(C(=O)O)C2C1C(F)(F)C2(F)F (stereo unspecified),-1%,11%,9%,-3%,-4%,0%,-5%,-10%
Cc1ccccc1Cn1cnc2ccccc2c1=O,-4%,7%,-3%,-8%,-1%,4%,-4%,11%
CCN(CCn1cccn1)C(=O)CCc1nnc(C2CCCCC2)o1,-1%,-5%,·,-9%,2%,-12%,4%,5%
CCOc1ccc(NC(=O)CN2C(=O)CSC(C)C2=O)cc1 (stereo unspecified),0%,2%,5%,0%,-8%,-2%,13%,-3%
CC(Sc1nc2ccccc2[nH]1)C(=O)Nc1ccc2c(c1)OCCO2 (stereo unspecified),3%,-1%,0%,-2%,-14%,-13%,-4%,14%
O=C(Nc1ncn[nH]1)c1cc(S(=O)(=O)Nc2ccc(Cl)cc2)ccc1Cl,0%,9%,-6%,4%,3%,4%,1%,16%
CCOC(=O)c1[nH]c(C)c(CN(C(C)=O)c2ccc(OCC)cc2)c1C,0%,-17%,-4%,3%,-2%,5%,-2%,14%
Cc1ccc(Cl)c(OCCN2CCCC(C)C2)c1 (stereo unspecified),0%,1%,?,4%,-5%,-3%,-2%,-5%
Cc1ccc(S(=O)(=O)Nc2ccc(NC(=O)CN3CCCCC3)c(Cl)c2)cc1,2%,·,-15%,6%,-8%,-22%,-5%,11%
CCOC(=O)c1sc2nc(N3CCOCC3)c3c(c2c1N)CCC3,0%,4%,?,20%,-22%,5%,-10%,5%
NCc1ccc2[nH]c(=O)[nH]c2c1,-3%,7%,2%,-4%,i,-4%,?,5%
COc1ccc(/C=N/N2CCN(C)CC2)c(OC)c1OC,-1%,6%,3%,3%,-7%,5%,-21%,11%
O=C(Nc1cccc(S(=O)(=O)NC2=NCCCCC2)c1)c1cc(-c2ccccc2Cl)nc2ccccc12,-2%,-12%,-3%,-7%,-15%,-4%,-1%,2%
COc1ccccc1N1CCN(C(=O)C2CCN(S(=O)(=O)N3CCOCC3)CC2)CC1,0%,2%,-2%,-5%,i,-1%,-6%,-3%
CC1(C)CC(=O)C(C=NCCN2CCN(CC(=O)Nc3ccc(F)cc3)CC2)=C(O)C1,2%,4%,·,-3%,-4%,-5%,7%,7%
Cc1c(Cl)cccc1Nc1nc(N)nc(CSc2nc3ccccc3s2)n1,-2%&4%,-13%,-14%,-1%,-12%,5%&8%,3%[76.3 µM],5%
Cc1cc(=O)c(C(=O)O)nn1-c1ccccc1,-3%,-9%,-3%,-1%,-1%,13%,14%,-8%
COc1ccccc1CO/N=C/c1cccn1-c1nccc(N(C)C)c1C#N,2%,·,-6%,-2%,-7%,5%,7%,2%
Nc1nonc1-n1nnc(C(=O)N/N=C/c2cccnc2)c1CSC1=NCCS1,0%,-2%,·,0%,-4%,-4%,-5%,9%
Cc1ccc(NC(=O)c2[nH]cnc2C(=O)NN)cc1,-1%,?,?,-5%,i,-4%,20µM*,0%
O=C1CN(C(=O)COC(=O)C2=COCCO2)c2ccccc2N1,-10%,-2%,-5%,-4%,1%,1%,-1%,·
Cc1ccc2nc(Nc3nc(=O)c4ccccc4n3C)nc(C)c2c1,0%,0%,-3%,-6%,-16%,-19%,-5%,10%
COC(=O)[C@@]1(Cc2ccc(F)cc2)[C@H]2c3cc(C(=O)N(C)C)n(CCc4ccccn4)c3C[C@H]2CN1C(=O)c1ccccc1,-3%&-1%,-1%,?,0%&-7%,-10%,-8%&1%,-13%,0%&7%
CC(c1ccccc1)n1c(-c2cccs2)nc2c(c(=O)c3ccccc3n2C)c1=O (stereo unspecified),0%,·,·,1%,-10%,-8%,8%,14%
C/C(=N/NC(=O)c1cnccn1)c1ccncc1,-1%,·,2%,5%,0%,-3%,?,2%

Exported with values under each structure: entries from further up
Order of results: TR SRC2 fluor cs	L3MBTL1 block	GAA inhib	aGlu spleen mod	RECQ1 helicase	TRb-SRC2 inh	GAA glycogen mod	GoLoco inh red
> Cc1cc(=O)c(C(=O)O)nn1-c1ccccc1
    -3%	-9%	-3%	-1%	-1%	13%	14%	-8%
> COc1ccccc1CO/N=C/c1cccn1-c1nccc(N(C)C)c1C#N
    2%	·	-6%	-2%	-7%	5%	7%	2%
> Nc1nonc1-n1nnc(C(=O)N/N=C/c2cccnc2)c1CSC1=NCCS1
    0%	-2%	·	0%	-4%	-4%	-5%	9%
> Cc1ccc(NC(=O)c2[nH]cnc2C(=O)NN)cc1
    -1%	?	?	-5%	i	-4%	20µM*	0%
> O=C1CN(C(=O)COC(=O)C2=COCCO2)c2ccccc2N1
    -10%	-2%	-5%	-4%	1%	1%	-1%	·
> Cc1ccc2nc(Nc3nc(=O)c4ccccc4n3C)nc(C)c2c1
    0%	0%	-3%	-6%	-16%	-19%	-5%	10%
> COC(=O)[C@@]1(Cc2ccc(F)cc2)[C@H]2c3cc(C(=O)N(C)C)n(CCc4ccccn4)c3C[C@H]2CN1C(=O)c1ccccc1
    -3%&-1%	-1%	?	0%&-7%	-10%	-8%&1%	-13%	0%&7%
> CC(c1ccccc1)n1c(-c2cccs2)nc2c(c(=O)c3ccccc3n2C)c1=O (stereo unspecified)
    0%	·	·	1%	-10%	-8%	8%	14%
> C/C(=N/NC(=O)c1cnccn1)c1ccncc1
    -1%	·	2%	5%	0%	-3%	?	2%

Screening data deposited in PubChem by National Center for Advancing Translational Sciences (NCATS).
